cardiac RTF act – cardiac RTF calcium sensitization; P19429+P45379; 0.24% of 340,000 active; IANBD-labeled TnC RTF fluorescence at EC20 calcium; 0% EC20 calcium, 100% full calcium; activation, % at 7.2 µM;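 active = activation above the mean over all tested compounds plus 3 SD, cut at about 30% in these data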;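 also: rise in fluorescence read as greater calcium sensitivity of cardiac thin filaments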
CAL-PDZ inh HTS – blocks peptide binding to the human CAL PDZ domain; purified CAL PDZ, TMR-peptide fluorescence polarization, 1 h; inhibition, % at 24.9 µM; 0.92% of 300,000 active;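 active = mean inhibition of at least 30% with at least half of replicates also reaching 30%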;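 also: 0% = DMSO neutral control and 100% = excess unlabeled competitor peptide PRC23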
Keap1 Nrf2 FP – Keap1-Nrf2 (human) interaction inhibition | 0.15% of 340,000 active | Keap1 Kelch-Nrf2 peptide fluorescence polarization, 1536-well | Q14145 | inhibition, % at 9.4 µM; in the data active = inhibition above about 12%;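 also: human Keap1 Kelch domain with fluorescein labeled Nrf2 9mer peptide probe; 0% = neutral control wells and 100% = peptide positive control; higher means more block of Keap1 binding to Nrf2 peptide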
Target sequence (Q14145 whole entry, looked up, the tested form may be a part): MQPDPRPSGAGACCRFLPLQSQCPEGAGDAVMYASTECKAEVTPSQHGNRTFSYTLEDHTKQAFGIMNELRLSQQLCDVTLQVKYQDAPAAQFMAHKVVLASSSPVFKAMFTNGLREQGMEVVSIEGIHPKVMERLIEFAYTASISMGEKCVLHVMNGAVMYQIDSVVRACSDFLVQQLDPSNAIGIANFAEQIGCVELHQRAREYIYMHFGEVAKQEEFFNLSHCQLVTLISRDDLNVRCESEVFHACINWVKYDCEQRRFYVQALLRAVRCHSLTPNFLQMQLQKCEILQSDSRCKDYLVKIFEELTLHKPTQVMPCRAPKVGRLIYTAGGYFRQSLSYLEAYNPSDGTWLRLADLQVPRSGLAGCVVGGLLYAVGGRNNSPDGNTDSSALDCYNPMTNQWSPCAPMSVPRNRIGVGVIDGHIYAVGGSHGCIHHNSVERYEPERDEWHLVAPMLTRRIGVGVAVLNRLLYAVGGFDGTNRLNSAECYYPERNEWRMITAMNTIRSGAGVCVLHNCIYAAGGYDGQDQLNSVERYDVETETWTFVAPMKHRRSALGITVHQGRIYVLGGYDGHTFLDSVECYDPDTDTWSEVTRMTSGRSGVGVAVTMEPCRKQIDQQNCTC
HTR5A inv ag – HTR5A inverse agonism, opioid heterodimer counter-screen. P47898. HTR5A cell line, luminescence. inhibition, % at 9.3 µM. 0.083% of 340,000 active. AID 504634; in the data active = inhibition mostly above about 23%, no sharp cut-off; inactive = mostly below about 18%;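 also: 0% = cells with DMSO and 100% = no-cell wells with DMSO; some compounds called inactive have numbers as strong as hits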
Target sequence (P47898 whole entry, looked up): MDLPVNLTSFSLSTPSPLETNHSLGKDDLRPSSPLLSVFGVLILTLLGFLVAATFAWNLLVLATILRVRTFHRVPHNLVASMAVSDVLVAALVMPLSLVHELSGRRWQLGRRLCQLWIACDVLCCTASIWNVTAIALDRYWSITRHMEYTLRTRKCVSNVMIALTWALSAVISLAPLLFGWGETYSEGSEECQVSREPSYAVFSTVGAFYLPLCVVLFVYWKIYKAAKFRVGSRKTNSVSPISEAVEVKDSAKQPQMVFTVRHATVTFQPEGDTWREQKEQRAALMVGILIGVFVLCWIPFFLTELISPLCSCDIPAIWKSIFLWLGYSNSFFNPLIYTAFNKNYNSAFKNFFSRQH
V-ATPase pHluor – regulators of yeast V-ATPase proton transport; response, % at 10 µM; 0.37% of 350,000 active; S. cerevisiae, pHLuorin cytosolic pH fluorescence; AID 504577; in the data active = response mostly above about 7.3%, no sharp cut-off; inactive = mostly below about 5.4%; also: actives read high; inactives centre near 0; some compounds called inactive have numbers as strong as hits; reference of the scale not given here
Cardiac RTF inh – cardiac RTF calcium desensitization; IANBD-labeled cardiac RTF, Ca2+ fluorescence; inhibition, % at 7.15 µM; 0.12% of 340,000 active;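 active = inhibition above the mean inhibition of all tested compounds plus 3 SD, cut at about 17% in these data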;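 also: assay run at fixed EC70 calcium of 1.6 mM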
MOR-DOR inv ag – inverse agonist of human OPRM1-OPRD1 heterodimerization | AID 504357 | inhibition, % at 9.3 µM | P35372+P41143 | cell-based MOR-DOR heterodimer luminescence, inverse agonism | 0.21% of 340,000 active; in the data active = inhibition above about 22%, passing the limit was not always enough;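 also: 0% = cells with DMSO and 100% = wells without cells with DMSO; values of inactives mirror those of a sister screen read the other way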
C-LANA FP – KSHV C-LANA DNA binding inhibition; MBP-C-LANA/FAM-LBS DNA binding, fluorescence polarization; inhibition, % at 9 µM; 0.078% of 340,000 active; AID 504423;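 active = highest replicate inhibition at or above 60% at 9 µM, even if other replicates fall short; inactive = all replicates below 60% inhibition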;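 also: 0% = neutral control wells and 100% = 4 µM acridine orange control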
HTR5A ag ctr – HTR5A agonism, opioid heterodimer counter-screen; P47898; HTR5A agonist assay, luminescence, cell-based; activation, % at 9.3 µM; 0.61% of 340,000 active; AID 504692; in the data active = activation mostly above about 9.5%, no sharp cut-off; inactive = mostly below about 7.6%;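 also: 0% = cells with vehicle only and 100% = reference agonist; strong numbers were not always called active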
MOR-DOR ag – OPRM1-OPRD1 heterodimerization agonism; cells, luminescence; activation, % at 9.3 µM; 0.3% of 340,000 active; AID 504326; in the data active = activation above about 18%;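 also: 0% = vehicle-treated cells and 100% = reference agonist; values of inactives mirror those of a sister screen read the other way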
Starred values were filed as active, the others as inactive; . = no result given.

SMILES	cardiac RTF act	CAL-PDZ inh HTS	Keap1 Nrf2 FP	HTR5A inv ag	V-ATPase pHluor	Cardiac RTF inh	MOR-DOR inv ag	C-LANA FP	HTR5A ag ctr	MOR-DOR ag
CC(=O)Nc1ccc(C(=O)Nc2ccc(S(=O)(=O)N3CCOCC3)cc2)cc1	3.9	-2.5	-2.9	-9.0	-3.9	-9.9	1.8	1.4	3.2	-0.3
COc1cccc(C(=O)Nc2nnc(S(=O)(=O)Nc3cccc(C)c3)s2)c1	11.0	-4.2	-1.4	-0.7	-1.1	5.6	-0.6	-0.1	1.8	0.1
COc1ccc(S(=O)(=O)N(CCCN2CCCC2=O)Cc2cc3c(C)ccc(C)c3[nH]c2=O)cc1	-5.5	-3.1	-2.9	6.8	-1.6	-2.1	13.3	0.0	-2.7	-2.7
Cc1nnc(NCCO)c2ccccc12	7.6	-2.6	-4.1	-11.6	-5.6	-14.4	-9.6	-0.9	1.1	1.7
NC(=O)c1ccccc1NC(=O)NC1CCCCC1	2.8	-3.3	-0.3	-6.6	1.9	1.2	-1.0	2.2	2.5	0.2
CC1OC(Nc2cccc3ccccc23)C(O)C(O)C1O (stereo unspecified)	2.3	-2.0	2.8	-16.5	-7.1	-1.6	-41.4	9.6	0.3	7.5
Cc1ccc(S(=O)(=O)Nc2ccc(Cl)cc2C(=O)c2ccc(F)cc2)cc1	-2.5	-4.9	-0.4	-17.5	-2.9	5.4	-29.8	-0.6	0.2	5.6
COc1ccc(Cl)cc1NC(=O)CNc1ccccc1N1CCOCC1	2.8	-2.1	-1.4	-8.4	0.7	3.7	17.2	0.5	2.9	-3.4
CCCCC1=CC2=C(c3ccco3)C(=O)C(C)(OC(=O)c3ccc(OC)cc3)C(=O)C2=CN1CC(C)C (stereo unspecified)	11.2	-0.6	-1.0	-7.1	2.5	-11.5	-4.4	0.9	0.5	0.8
N/C(Cc1nc(-c2ccc(Cl)cc2)cs1)=N/O	4.1	-19.5	4.3	1.7	1.6	-7.6	9.4	1.2	-0.1	-1.9
COc1ccc(CN2CCNC(=O)C2CC(=O)N2CCc3ccccc3C2)c(OC)c1 (stereo unspecified)	5.1	3.3	-3.2	8.2	0.5	-6.6	4.4	0.2	-2.9	-0.8
O=C(Nc1ccc(S(=O)(=O)N2CCCC2)cc1)c1ccccc1	5.2	-4.0	-0.9	-8.4	1.1	-4.0	4.5	0.7	3.1	-0.9
COc1ccc(C(=O)CSc2nc3nc(C)cc(C)n3n2)cc1OC	5.3	-2.2	-2.5	-10.2	4.5	-3.0	6.0	-0.2	4.0	-1.1
CCOc1cc2[nH]c(=S)n(CCc3ccc(OC)c(OC)c3)c(=O)c2cc1OCC	0.6	-0.2	-7.6	-3.1	2.8	-5.9	4.6	0.8	1.1	-1.1
NS(=O)(=O)c1cccc(NC(=O)CSc2nnnn2-c2ccccc2)c1	0.0	1.4	2.9	3.9	3.5	3.7	14.9	-1.8	-1.4	-2.7
NC(=O)C1CCN(C(=O)c2ccc3c(=O)n(Cc4ccco4)c(SCC(=O)c4ccccc4)nc3c2)CC1	1.3	-2.7	-2.6	-4.6	-1.9	16.1	9.9	0.9	1.6	-1.9
CC(=O)CSc1ncnc2sc3c(c12)CCC3	0.8	-3.8	7.6	-3.7	2.0	-0.2	0.4	-3.5	1.3	-0.1
O=S(=O)(c1ccccc1)N1CCSC1c1ccco1 (stereo unspecified)	1.0	1.6	-6.1	14.3	3.8	6.6	10.4	1.6	-6.5	-2.1
Cc1cc2nc(-c3ccc(SCC(=O)Nc4ccc5c(c4)OCCO5)nc3)[nH]c2cc1C	2.8	-1.7	-3.5	16.1	4.0	-2.8	-12.4	0.5	-2.2	2.1
COc1ccc(-n2c3c(cc(C(=O)Nc4cccc(C)n4)c2=O)C(=O)CC(C)(C)C3)cc1	4.7	-7.0	1.2	-12.6	0.0	-9.6	11.3	0.0	1.2	-2.3
O=P(CCCO)(Cc1ccccc1)Cc1ccccc1	-1.4	.	4.4	11.4	1.9	7.7	-1.8	-0.1	-4.3	0.2
CCn1nc(NC(=O)COC)c2cc3cccc(C)c3nc21	-8.3	-2.7	-3.4	-5.3	-1.2	-2.5	9.1	-0.6	1.5	-2.0
CCN(CC)c1ccc(C(=O)OCc2c(C)noc2C)cc1	1.1	.	-1.4	1.3	3.0	-1.2	-6.2	-0.4	3.8	1.2
CCNCc1nc2cc(OC)c(OC)cc2c(=O)[nH]1	4.7	-1.4	-1.8	-19.9	-1.2	2.8	-9.4	-2.3	5.3	1.7
O=C(Nc1ccon1)c1sc2cc(Cl)ccc2c1Cl	-1.2	-2.2	-4.5	-4.3	4.1	3.4	5.6	-0.7	3.0	-1.7
COc1ccc(-c2nc(N)ncc2-c2ccc(Cl)cc2)c(O)c1	7.2	-8.2	-1.8	-9.5	-0.5	-1.5	-17.0	2.1	2.5	2.9
COC(=O)c1cccc(NC(=S)Nc2cccc(Cl)c2Cl)c1	1.0	0.3	-3.4	19.9	1.7	6.1	2.1	-1.1	2.1	-0.4
O=C(O)CN1CCN(Cc2ccc(F)cc2Cl)C1=O	-2.5	.	0.0	-7.4	-1.6	-4.8	2.3	-0.1	-2.3	-0.5
CC(=O)c1ccc(OCc2ccc(C(=O)c3ccccc3)cc2)cc1	4.4	-3.1	-0.9	-18.3	-0.4	-10.7	-15.0	-1.7	4.4	3.1
COC(=O)c1cc2c(N)c(C(=O)c3ccccc3)sc2nc1C(OC)OC	-0.6	.	-4.8	-16.2	3.7	-1.4	11.1	23.4	7.3	-2.1
O=C(CSC1=NCCS1)N1CCN(c2ccccc2)CC1	-5.5	0.7	-7.0	10.0	5.1	2.0	6.2	-1.2	-3.9	-1.2
COC(=O)c1ccc(NC(=O)CCOc2ccccc2)cc1	5.0	-2.4	-3.0	-0.2	4.0	-9.5	-5.0	-0.1	0.1	1.0
CCc1nnc(NC(=O)c2ccc(S(=O)(=O)NC3CCCCC3)cc2)s1	-3.3	-0.4	-2.8	-4.6	-1.5	5.1	-4.0	0.9	6.2	0.7
CCn1c(-c2c(Cl)c(C)nn2C)n[nH]c1=S	-5.8	-3.3	3.3	13.9	1.0	-1.4	0.4	-6.8	-3.8	-0.1
Cc1ccc(/C=N\NC(=O)CC(=O)NCCc2ccccc2)cc1	0.6	23.0	-3.6	-28.6	-3.8	-1.9	4.5	-2.2	7.8	-1.0
Cc1cc(NS(C)(=O)=O)c(=O)n(Cc2c(F)cccc2Cl)c1	1.6	-4.7	0.1	7.0	-1.6	-4.8	4.4	-1.3	-1.9	-0.9
COc1ccc(C(CNC(=O)c2cccc(S(=O)(=O)N3CCCC(C)C3)c2)N(C)C)cc1 (stereo unspecified)	-3.3	-4.7	-4.0	-23.4	0.9	1.8	0.0	-0.4	9.6	0.0
COc1cc(C(=O)NC(=S)Nc2ccc([N+](=O)[O-])cc2C)cc(OC)c1OC	-0.9	-1.5	-3.2	7.8	0.2	-0.1	13.1	1.1	-2.3	-2.3
CCOC(=O)N1CCN(C(=O)CCCn2c(=S)[nH]c3ccc(Br)cc3c2=O)CC1	1.4	.	-0.5	-4.8	-0.1	-9.9	1.9	0.3	2.0	-0.4
Cc1[nH]c2ccccc2c1N=Nc1cccc(C(=O)O)c1	-5.4	0.8	0.2	-1.0	-1.9	7.0	15.7	0.5	-0.3	-2.8
CCc1ccc(-c2cc(C(=O)N/N=C/c3c[nH]c4ccccc34)[nH]n2)cc1	-3.6	-1.0	2.6	-20.2	-1.7	2.4	-13.8	-1.5	7.9	2.9
CCCCNC1=CC(=O)C(NCCCC)=CC1=O	-6.3	.	-6.3	-1.9	-3.9	-1.6	-9.9	0.2	0.5	1.9
O=C(CCN1C(=O)C2C3C=CC(C3)C2C1=O)N1CCN(c2ccccc2Cl)CC1 (stereo unspecified)	-0.6	-3.5	2.3	25.1	1.2	-4.0	6.1	-0.4	-11.4	-1.2
NC(=O)CC(NC(=O)Cc1ccc(Cl)cc1)c1ccc(NCCOc2ccccc2)c([N+](=O)[O-])c1 (stereo unspecified)	2.6	7.4	-10.3	1.8	5.8	1.8	13.4	1.0	6.0	-2.5
Cc1ccc(S(=O)(=O)NCC(=O)N(CC(=O)NCc2ccco2)Cc2cccs2)cc1	-1.6	1.4	-1.5	-0.4	3.4	-2.6	14.7	2.1	3.2	-2.8
O=C(CNC(=O)c1ccc2c(c1)OCO2)NCc1cccs1	-4.6	.	2.1	10.6	6.0	-1.2	1.6	0.5	-3.0	-0.3
CCC(NC(=O)CNC(=O)CNC(=O)c1ccc(Cl)cc1Cl)c1ccc(C)cc1 (stereo unspecified)	-7.0	0.5	2.1	3.5	-4.3	-8.9	7.3	-0.4	1.3	-1.4
COc1ccc(F)c(CN2CCCC(CNS(=O)(=O)c3cccc4cccnc34)C2)c1 (stereo unspecified)	1.3	16.9	-5.2	22.1	7.6	-0.5	3.1	-0.7	-0.9	-0.6
COc1ccc(OC)c(C(O)c2coc3ccc(O)c(CN(C)C)c23)c1 (stereo unspecified)	4.2	-5.6	-6.6	25.9	-4.8	-7.9	8.4	1.9	-9.9	-1.4
C#Cc1ccc([C@@H]2C=C(C(=O)OCC=C)O[C@H](OCc3ccc(CO)cc3)C2)cc1	-6.9	-2.1	-0.3	-15.2	-1.2	3.1	8.4	-1.3	13.8	-1.5
Continued.
SMILES	cardiac RTF act	CAL-PDZ inh HTS	Keap1 Nrf2 FP	HTR5A inv ag	V-ATPase pHluor	Cardiac RTF inh	MOR-DOR inv ag	C-LANA FP	HTR5A ag ctr	MOR-DOR ag
CCCCOP(=O)(c1ccc(N(C)C)cc1)C(O)c1cccnc1 (stereo unspecified)	-0.2	2.7	-5.4	4.0	6.1	-2.9	10.0	0.9	-1.3	-2.0
C/C(=N\Nc1nc(C)cc(=O)[nH]1)C1CC1	-1.2	0.3	-1.2	-14.5	-1.0	-15.5	11.9	1.5	5.8	-1.8
O=S(=O)(Oc1ccccc1)c1ccc(Cl)c(Cl)c1	-2.4	-0.3	-1.7	-29.6	-1.7	-9.5	-22.1	0.7	7.5	4.6
CNS(=O)(=O)c1ccc(NC(=O)Nc2cccc(F)c2)cc1	1.1	2.9	-1.9	-12.7	2.1	-15.0	3.2	-0.3	4.5	-0.6
Cc1nc(/N=C(\N)NC(=O)N2c3ccccc3Sc3ccccc32)nc2ccccc12	0.6	-1.8	-0.9	10.0	-5.2	-12.3	-7.7	-1.9	2.6	1.5
Cc1cc(C)c(C#N)c(SCc2ccccc2)n1	1.1	0.6	1.4	-39.1	0.1	-11.7	-3.8	-1.4	5.4	0.7
Cc1c(C(=O)N2CCN(Cc3ccccc3)CC2)oc2c1C(=O)CC(C)(C)C2	0.1	0.9	-7.4	-14.3	0.4	-3.4	8.0	-0.4	0.3	-1.5
O=C(CN(Cc1ccccc1Cl)C(=O)c1csnn1)NCc1ccc2c(c1)OCO2	0.3	-5.8	1.6	-1.2	-1.4	3.7	7.2	-0.8	0.5	-1.3

Reformatted comma-delimited: entries from further up
Compound,cardiac RTF act,CAL-PDZ inh HTS,Keap1 Nrf2 FP,HTR5A inv ag,V-ATPase pHluor,Cardiac RTF inh,MOR-DOR inv ag,C-LANA FP,HTR5A ag ctr,MOR-DOR ag
CCCCNC1=CC(=O)C(NCCCC)=CC1=O,-6.3,.,-6.3,-1.9,-3.9,-1.6,-9.9,0.2,0.5,1.9
O=S(=O)(c1ccccc1)N1CCSC1c1ccco1 (stereo unspecified),1.0,1.6,-6.1,14.3,3.8,6.6,10.4,1.6,-6.5,-2.1

Bioassay records from PubChem.

Rows are unselected. About 2.8% of those tested had a hit in this group.
